Bioassay records deposited in PubChem BioAssay by several laboratories.
TR-FRET SRC-2 ct = counter-screen for PPARgamma SRC-2 recruitment agonists: TR-FRET artefact; active compounds read high; TR-FRET ratio at 8 µM; actives 0.4% (n = 200,000); AID 1049; in the data active means TR-FRET ratio above about 2000; further: inactives centre near 1500
bIAP inhibitor = intestinal alkaline phosphatase (bovine) inhibition | purified bovine IAP, CDP-star luminescence, 30 min | inhibition, % at 20 µM | 190,000 tested, under 10 active;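 active means over 50% inhibition of intestinal alkaline phosphatase at 20 µM in the single-dose screen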
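test system = bovine IAP enzyme | medium = DEA buffer 100 mM, pH 9.8, with MgCl2 1.0 mM, ZnCl2 0.02 mM | detection = luminescence | dosing = single compound dose of 20 µM, 2% DMSO final | incubation = 30 min reaction at room temperature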
ROMK mod = human ROMK K+ channel modulation, primary screen; actives 2% (n = 130,000); B-score at 10 µM; AID 1918; Tet-inducible ROMK, thallium flux fluorescence; actives lie on both sides; P48048;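 active means signal ratio slope over the read window, or its plate-corrected B-score, at least 3 SD from the plate mean, either direction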;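 further: B-score of the F/F0 ratio slope over 7 to 12 s after thallium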
PPARg SRC-2 ag = agonists of SRC-2 recruitment by human PPARgamma | P37231 | PPARgamma LBD-SRC-2 recruitment, biochemical | activation, % at 8 µM | actives 0.34% (n = 200,000) | AID 1032; in the data active means activation above about 22%;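 further: 0% = vehicle and 100% = reference agonist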
Target sequence (P37231 whole entry, looked up, the tested form may be a part): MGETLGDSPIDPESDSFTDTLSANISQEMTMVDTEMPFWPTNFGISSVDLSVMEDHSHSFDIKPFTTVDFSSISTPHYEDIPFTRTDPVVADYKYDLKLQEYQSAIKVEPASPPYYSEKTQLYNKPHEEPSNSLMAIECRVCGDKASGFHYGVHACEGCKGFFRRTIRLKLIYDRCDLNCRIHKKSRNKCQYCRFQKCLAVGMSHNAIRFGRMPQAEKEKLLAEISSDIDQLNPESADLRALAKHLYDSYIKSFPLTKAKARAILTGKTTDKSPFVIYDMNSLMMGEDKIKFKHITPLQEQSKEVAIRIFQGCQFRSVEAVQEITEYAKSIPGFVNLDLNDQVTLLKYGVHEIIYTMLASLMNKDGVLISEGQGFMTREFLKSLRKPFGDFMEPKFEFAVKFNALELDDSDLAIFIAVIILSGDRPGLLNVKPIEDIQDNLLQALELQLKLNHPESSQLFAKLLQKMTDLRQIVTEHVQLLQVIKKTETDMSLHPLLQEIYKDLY
STAT1 inh = inhibitors of IFN-gamma induced STAT1 signaling. NIH 3T3 STAT1-luciferase reporter, luminescence. inhibition, % at 5.5 µM. actives 0.35% (n = 200,000). AID 920;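 active means inhibition above a set limit, the mean inhibition across all tested compounds plus 3 SD, cut at about 34% in these data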;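 further: 0% = IFN-gamma with DMSO and 100% = IFN-gamma with 300 µM nifuroxazide; values of inactives mirror those of a sister screen read the other way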
PPARg SRC3 recr = agonists of human PPARgamma SRC-3 coactivator recruitment; biochemical PPARgamma/SRC-3 coactivator recruitment assay; activation, % at 8 µM; AID 731; actives 0.26% (n = 200,000); P37231; in the data active means activation above about 23%;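 further: 0% = DMSO and 100% = reference agonist; some compounds past the cut are filed as inactive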
bIAP act = increases bovine intestinal alkaline phosphatase activity | actives 0.17% (n = 200,000) | purified bovine IAP, CDP-star luminescence, 30 min; active compounds read high; fold of DMSO-control signal, blank-subtracted | activation factor at 20 µM;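 active means activation factor of 2 or more at 20 µM, a signal rise over negative controls twice the positive control's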
STAT3 inh = STAT3 signaling inhibition; U3A cells, IL-6 STAT3-luciferase reporter, luminescence; host cell line lacks STAT1; inhibition, % at 5.5 µM; actives 0.89% (n = 190,000);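 active means inhibition above the mean inhibition across all screened compounds plus 3 SD, cut at about 44% in these data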;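 further: 0% = DMSO only wells and 100% = 100 µM nifuroxazide control wells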
PPARg SRC-1 ag = promotes SRC-1 coactivator recruitment by human PPARgamma; AID 631; P37231; actives 0.41% (n = 200,000); activation, % at 8 µM; PPARgamma-SRC-1 coactivator recruitment biochemical assay; in the data active means activation above about 19%;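 further: 0% = DMSO and 100% = reference agonist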
TNAP act hiacc = TNAP (human) activation, high acceptor | P05186 | purified TNAP, CDP-star luminescence, 1 M DEA, 30 min; active compounds read high; 0 = EDTA background, 1 = DMSO-only activity | activation factor at 20 µM | 200,000 tested, under 10 active | AID 1136;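 active means activation factor at least 2 at 20 µM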
Target sequence (P05186 whole entry, looked up): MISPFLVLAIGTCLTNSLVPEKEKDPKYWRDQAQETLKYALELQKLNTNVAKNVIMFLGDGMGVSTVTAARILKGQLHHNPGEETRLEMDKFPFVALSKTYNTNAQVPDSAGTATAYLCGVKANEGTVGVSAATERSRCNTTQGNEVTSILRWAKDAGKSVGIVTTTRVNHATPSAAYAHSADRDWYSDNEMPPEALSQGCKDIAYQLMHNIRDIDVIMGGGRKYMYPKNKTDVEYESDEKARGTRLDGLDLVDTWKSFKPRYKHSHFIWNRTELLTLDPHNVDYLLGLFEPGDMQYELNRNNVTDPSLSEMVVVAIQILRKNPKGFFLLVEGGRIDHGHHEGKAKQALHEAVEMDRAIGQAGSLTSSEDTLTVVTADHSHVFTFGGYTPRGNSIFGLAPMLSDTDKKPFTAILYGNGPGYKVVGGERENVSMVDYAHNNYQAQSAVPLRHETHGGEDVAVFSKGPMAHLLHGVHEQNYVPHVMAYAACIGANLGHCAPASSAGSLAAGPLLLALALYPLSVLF
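system = human TNAP | amount = enzyme diluted 1/800 final | reagent = 100 µM CDP-star substrate | signal = luminescent substrate turnover signal | dosing = one dose, 20 µM | benchmarks = EDTA negative control, DMSO positive control | measure = activation factor | timing = 30 min reaction, room temperature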
STAT3 act = STAT3 signaling activation | actives 0.91% (n = 190,000) | U3A cells, IL-6 STAT3-luciferase reporter, luminescence; 100% = signal with IL-6 EC80 alone | AID 871 | activation (% of control), % at 5.6 µM;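 active means activation above the screen-wide mean of compound activation plus 3 SD, cut at about 130% in these data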;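 further: 0% = background luminescence of wells with medium and substrate only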
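Material: STAT1-lacking human U3A cells, STAT3 luciferase reporter | Benchmarks: IL-6-only wells as 100% reference | Probe or stimulus: IL-6 (33 ng/mL) | Timing: Compound 1 h, then IL-6 6 h at 37 °C | Detection: Luminescence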
Starred values were filed as active, the others as inactive; . = not tested or not shown.

SMILES	TR-FRET SRC-2 ct	bIAP inhibitor	ROMK mod	PPARg SRC-2 ag	STAT1 inh	PPARg SRC3 recr	bIAP act	STAT3 inh	PPARg SRC-1 ag	TNAP act hiacc	STAT3 act
CCCN1CCC(NC(=O)Nc2ccccc2C(=O)OC)CC1	1537	-3	-0.087	-6	-2	1	1	-7	3	1.2	106
CCCCNC(=O)c1onc(CSc2cc(C)cc(C)c2)c1C(=O)O	1593	6	.	-2	-7	2	0.9	-3	2	1	104
Cc1sc(-n2c(C)cc(/C=N/n3cnnc3)c2C)c(C#N)c1C	1511	-4	.	6	11	29*	1	27	6	1	78
Cc1ccc(S(=O)(=O)NC(=O)c2ccc(Br)o2)c(C)c1	1546	3	0.31	-2	3	4	1	6	3	1	93
Cn1nc(-c2ccc(Cl)cc2)c2cc(C(=O)NCC3CCCO3)sc21 (centres undefined)	1604	-6	.	6	11	1	1.1	-77	8	1.1	167*
COc1ccccc1OCc1csc(N)n1	1467	-13	-0.46	-2	-6	-1	1.1	4	-3	1	98
CCC(=O)N1CCN(c2ccc(NC(=S)NC(=O)c3ccc(OC)c([N+](=O)[O-])c3)cc2)CC1	1564	5	-0.11	-5	1	-6	1	-4	-4	1	108
CN1CCN(NC(=O)CSc2ccc(Cl)cc2Cl)CC1	1515	11	0.0042	3	-6	0	0.9	2	2	1	103
N#Cc1c(C(F)(F)F)cc(C2CC2)nc1N1CCCC1	1468	2	.	-6	11	0	1	-59	-1	1	148*
CCNC(=S)N/N=C1\CCCCc2ccccc21	1618	-47	.	10	6	-1	1.5	-2	6	1	104
CCCc1cc(=O)[nH]c(SCC(=O)Nc2sc3c(c2C#N)CCC(C)C3)n1 (centres undefined)	1492	-5	0.15	-5	-10	-2	1	16	4	1	88
Cc1ccccc1CSc1nnc(-c2ccncc2)o1	1379	4	-0.92	4	-8	1	1	17	4	1	90
CCOC(=O)c1cc(CC)sc1/N=C/C1=C(O)CC(C)(C)CC1=O	1468	-23	.	-3	-1	-1	1.2	-6	3	1	106
Cc1[nH]nc2c1C(c1ccco1)C(C#N)=C(N)O2 (centres undefined)	1443	-2	-1.6	-1	0	5	1	-2	3	0.9	104
O=C(Cc1ccccc1)NCC1COc2ccccc2O1 (centres undefined)	1746	.	.	16	-2	12	.	6	4	.	96

PPARg SRC3 recr, hit marks shown above
| Compound | bIAP inhibitor | ROMK mod | PPARg SRC-2 ag | STAT1 inh | PPARg SRC3 recr | bIAP act | PPARg SRC-1 ag | TNAP act hiacc | STAT3 act |
| --- | --- | --- | --- | --- | --- | --- | --- | --- | --- |
| Cc1sc(-n2c(C)cc(/C=N/n3cnnc3)c2C)c(C#N)c1C | -4 | . | 6 | 11 | 29* | 1 | 6 | 1 | 78 |

Ordered by value in ROMK mod (high to low): some entries from above
| Compound | ROMK mod |
| --- | --- |
| CCCN1CCC(NC(=O)Nc2ccccc2C(=O)OC)CC1 | -0.087 |
| CCC(=O)N1CCN(c2ccc(NC(=S)NC(=O)c3ccc(OC)c([N+](=O)[O-])c3)cc2)CC1 | -0.11 |
| COc1ccccc1OCc1csc(N)n1 | -0.46 |

A few values from the entries so far:
CCCN1CCC(NC(=O)Nc2ccccc2C(=O)OC)CC1 in TNAP act hiacc is listed with 1.2
CCCCNC(=O)c1onc(CSc2cc(C)cc(C)c2)c1C(=O)O in PPARg SRC3 recr is listed with 2
CCNC(=S)N/N=C1\CCCCc2ccccc21 in bIAP inhibitor is listed with -47
Cn1nc(-c2ccc(Cl)cc2)c2cc(C(=O)NCC3CCCO3)sc21 (centres undefined) in TNAP act hiacc is listed with 1.1
CCC(=O)N1CCN(c2ccc(NC(=S)NC(=O)c3ccc(OC)c([N+](=O)[O-])c3)cc2)CC1 in PPARg SRC-2 ag is listed with -5

Next part:
SMILES	TR-FRET SRC-2 ct	bIAP inhibitor	ROMK mod	PPARg SRC-2 ag	STAT1 inh	PPARg SRC3 recr	bIAP act	STAT3 inh	PPARg SRC-1 ag	TNAP act hiacc	STAT3 act
O=C(C1CCN(S(=O)(=O)c2cccnc2)CC1)N1CCCCC1	1514	4	-1.2	-2	4	-11	1	4	4	1.1	94
CCc1ccccc1NC1=NCC(=O)N1Cc1ccc2c(c1)OCO2	1377	10	.	12	8	7	0.9	-3	5	1	104
NC1=NC2(CCCCC2)N(c2ccc(F)cc2F)C(N)=N1	1455	3	-0.31	-7	-5	3	1	0	-4	1.1	104
COc1ccccc1NC(=S)N(Cc1ccco1)Cc1cc2ccc(C)c(C)c2[nH]c1=O	1603	40	0.56	0	-4	1	0.6	-26	6	1	123
CC1(C(=O)NC2CCCCCCC2)CCC(=O)N1Cc1ccco1 (centres undefined)	1623	1	-0.051	8	-7	-4	1	5	1	1	100
O=C(CSc1nc2sc3c(c2c(=O)[nH]1)CCCC3)NCCO	1549	3	.	1	-9	0	1	3	-1	1	102
COc1ccc(OCC(=O)N/N=C(\C)c2cc3ccccc3o2)cc1	1462	0	-0.93	-5	-5	-1	1	6	-2	1	94
CCCC(=O)Nc1ccc(C(=O)Nc2cccc(OC)c2)cc1	1550	-27	0.66	-2	-6	1	1.3	-3	3	1	107
Cc1ccc(NC(=O)N2CCN(C/C=C/c3ccccc3)CC2)cc1	1592	-30	0.47	8	6	2	1.3	9	8	1.1	98
COC(CN1C(=O)C(O)=C(C(C)=O)C1c1ccccn1)OC (centres undefined)	1477	-1	.	0	-3	13	1	-12	7	1	112
CCOC(=O)COc1ccc(C(=O)c2ccccc2)c(O)c1	1591	6	.	4	13	6	0.9	2	15	1.1	103
Cc1ccc(CN2CCNC(=O)C2CC(=O)N(C)CCc2ccccc2)cc1 (centres undefined)	1538	6	0.89	4	0	3	0.9	5	2	1.1	99
O=C(NNC(=O)c1ccncc1)NC1CCCCC1	1651	-6	0.39	3	3	6	1.1	9	8	1	95
FC(F)(F)c1nnc2sc(-c3cccs3)nn12	1432	12	.	7	-4	9	0.9	-1	3	1.1	105
CCn1nc(NC(=O)c2ccncc2)c2cc3cc(C)ccc3nc21	1589	-9	.	2	-5	6	1.1	8	6	1	95
O=C(CCCCn1c(=O)c2ccccc2n(CC(=O)Nc2ccccc2)c1=O)NCc1ccco1	1568	3	.	-3	4	2	1	6	0	1	97
Cc1ccc(-c2nc(CN(C)C3CCOC3)c(C)o2)s1 (centres undefined)	1656	-1	0.59	-7	-7	-5	1	-9	-2	1.1	113
O=C(c1ccncc1)c1ccc(N2CCN(C3CC(=O)N(Cc4ccccc4)C3=O)CC2)cc1 (centres undefined)	1632	-2	-4*	10	11	-4	1	33	7	1	74
O=C(CN1C(=O)NC2(CCCCCCC2)C1=O)NC(=O)NCc1ccco1	1564	4	.	7	5	-1	1	7	-2	1.1	102
O=C(NC(=S)Nc1ccc(N2CCOCC2)cc1)c1cccs1	1620	-1	0.6	1	-28	-3	1	13	-4	1	94
CCSc1nc2ccc(N3C(=O)C4C5C=CC(C5)C4C3=O)cc2s1 (centres undefined)	1502	3	0.26	6	-10	-2	1	-7	3	1	104
O=c1[nH]c2cc3c(cc2cc1C(c1nnnn1CC1CCCO1)N1CCCC1)OCO3 (centres undefined)	1449	2	.	3	6	-5	1	0	2	1	105
c1cc2c(cc1OCCNC1CCCC1)CCC2	1490	-1	-0.34	6	-1	-5	1	1	0	1	103
NC(=O)Nc1ccc(Oc2c(F)c(F)c(F)c(F)c2F)cc1	1451	13	.	3	-10	-6	0.9	4	-2	1.1	102
CN1C(=O)CC(NNC(=O)c2ccccc2)C1=O (centres undefined)	1594	3	.	3	3	19	1	6	6	1	98
Cc1ccccc1CSCCNC(=O)CCSc1ccccc1	1436	1	.	-1	-8	-3	1	1	4	1	99
CCN(CC)Cc1c(O)ccc2occ(C(=O)c3ccc(OC)cc3)c12	1569	5	-0.78	10	0	0	0.9	1	0	1	101
N#C/C(=C\c1ccc(N2CCCCC2)o1)C(N)=O	1938	48	.	15	-19	11	0.5	12	21*	0.7	92
O=C(c1n[nH]c2ccccc12)N1CCN(S(=O)(=O)c2ccc3ccccc3c2)CC1	1505	2	.	1	-5	0	1	-8	4	1.1	112
CC(C)c1ccc(S(=O)(=O)/N=C2/C=C(Sc3ncn[nH]3)C(=O)c3ccccc32)cc1	1416	21	-2.6*	-2	11	5	0.8	-59	0	0.9	152*
COc1ccc(CN2CC(C(=O)NCC3CCCO3)CC2=O)cc1 (centres undefined)	1458	-4	.	5	1	-4	1	4	2	1.1	103
CC(C)Oc1ccc(N2CC(C(=O)Nc3ccc(N4CCOCC4)cc3)CC2=O)cc1 (centres undefined)	1503	22	0.59	5	-3	2	0.8	-1	1	1	103
COCCCn1c(C(C)C)nc2oc3cc(OC)ccc3c(=O)c2c1=O	1507	8	0.012	3	1	9	0.9	10	4	1.1	93
CC(=O)Nc1c([N+](=O)[O-])cc(C)c(Cl)c1[N+](=O)[O-]	1559	-2	0.84	5	-3	5	1	-2	7	1	105
c1ccc(-c2nnc(-c3c[nH]c4ccccc34)nc2-c2ccccc2)cc1	1660	19	-0.99	3	-3	-1	0.8	33	1	1	72
COc1ccc(CCNC(=O)CCc2ccc(S(=O)(=O)NCC(C)C)cc2)cc1	1380	6	-0.022	0	3	3	0.9	-6	-1	1	110
Fc1ccccc1OCCCCSc1ncccn1	1632	10	.	4	-12	3	0.9	16	3	1	89

Record cards (already shown).
`COc1ccc(CN2CC(C(=O)NCC3CCCO3)CC2=O)cc1` (centres undefined) as listed: TR-FRET SRC-2 ct = 1458; bIAP inhibitor = -4; ROMK mod = .; PPARg SRC-2 ag = 5; STAT1 inh = 1; PPARg SRC3 recr = -4; bIAP act = 1; STAT3 inh = 4; PPARg SRC-1 ag = 2; TNAP act hiacc = 1.1; STAT3 act = 103
`CC(=O)Nc1c([N+](=O)[O-])cc(C)c(Cl)c1[N+](=O)[O-]` as listed: TR-FRET SRC-2 ct = 1559; bIAP inhibitor = -2; ROMK mod = 0.84; PPARg SRC-2 ag = 5; STAT1 inh = -3; PPARg SRC3 recr = 5; bIAP act = 1; STAT3 inh = -2; PPARg SRC-1 ag = 7; TNAP act hiacc = 1; STAT3 act = 105
